Screening results as filed in PubChem.
CF NFkB inh – inhibitors of PAF-induced NF-kB signaling, primary screen, cell-based, GFP fluorescence, uHTS | KKLEB NF-kB-GFP reporter, GFP fluorescence overnight | inhibition, % at 5 µM | hit rate 0.86% among 360,000;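 active means at least 50% inhibition at 5 µM, scaled per plate between neutral and stimulator controls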;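 further: PAF is a Pseudomonas aeruginosa culture filtrate used as stimulus; plate controls were PAF-stimulated DMSO wells for no effect and unstimulated DMSO wells for full effect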
TROY NFkB inh – inhibitors of TROY-driven NF-kB signaling, primary screen, Q293 LMP1-TROYcd cells, NF-kB luciferase, uHTS | Q293 LMP1-TROYcd NF-kB luciferase reporter, 4 h | inhibition, % at 10 µM | hit rate 0.98% among 360,000 | AID 1347056, 2019;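 active means compounds whose plate-normalised and pattern-corrected inhibition of the luciferase reporter signal at the single screening dose is 50% or more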
SRC3 inh – SRC3 coactivator transcriptional activity inhibitors, primary screen, cell-based, luminescence | HEK293 GAL4-SRC3 luciferase reporter | inhibition, % at 3.6 µM | hit rate 0.17% among 360,000;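 active means inhibition above a per-campaign cutoff, the mean of all compounds plus 3 SD, cut at about 60% in these data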;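 further: 0% = DMSO-treated cells and 100% = gossypol-treated cells at 36 µM; higher means less SRC3-driven luciferase light from the GAL4 reporter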
KKLEB cytotox – cytotoxicity in KKLEB CF airway cells, primary screen, cytotoxicity control for CF NF-kB inhibitor project, cell-based, uHTS, fluorescence assay plates. activity change (cytotoxicity), % at 5 µM. KKLEB CF airway cells viability, ATPlite luminescence, overnight; stronger effect = lower value; cells stimulated with P. aeruginosa culture filtrate. hit rate 0.36% among 360,000;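 active means corrected activity change at or below -50% at 5 µM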
NR5A2 inv ag – LRH-1 (NR5A2) inverse agonists, primary screen, cell-based, luminescence, HEK293T, StAR-luciferase reporter | LRH-1 transfected, 24 h | hit rate 0.13% among 360,000 | Nuclear receptor subfamily 5 group A member 2 (Homo sapiens), O00482 | AID 602396, 2012 | inhibition, % at 3.6 µM;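 active means inhibition above the mean inhibition of all tested compounds plus 3 SD, cut at about 73% in these data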;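 further: 0% = DMSO wells and 100% = reporter-only cells lacking LRH-1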
Target sequence (O00482 whole entry, looked up): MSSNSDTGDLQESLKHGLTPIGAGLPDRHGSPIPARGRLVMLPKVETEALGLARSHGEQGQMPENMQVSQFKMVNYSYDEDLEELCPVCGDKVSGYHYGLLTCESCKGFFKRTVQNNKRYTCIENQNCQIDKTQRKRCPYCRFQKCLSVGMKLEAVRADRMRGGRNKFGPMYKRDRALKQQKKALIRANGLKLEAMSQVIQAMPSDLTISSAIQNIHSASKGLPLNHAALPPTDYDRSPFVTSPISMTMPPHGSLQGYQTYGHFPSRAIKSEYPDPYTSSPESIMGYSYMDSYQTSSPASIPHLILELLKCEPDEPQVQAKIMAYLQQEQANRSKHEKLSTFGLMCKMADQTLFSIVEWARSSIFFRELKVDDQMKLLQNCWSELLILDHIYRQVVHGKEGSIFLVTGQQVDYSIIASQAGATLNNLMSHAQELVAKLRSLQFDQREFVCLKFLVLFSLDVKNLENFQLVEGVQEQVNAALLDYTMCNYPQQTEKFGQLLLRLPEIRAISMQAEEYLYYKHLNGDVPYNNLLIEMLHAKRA
NR2F2 inh – NR2F2 transcriptional activity inhibitors, primary screen, cell-based, luciferase reporter, HEK293T, luminescence. COUP transcription factor 2 (Homo sapiens), P24468. HEK293T NGFI-A luciferase reporter. inhibition, % at 8.6 µM. hit rate 0.7% among 370,000;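 active means inhibition above a per-plate cutoff, mean inhibition of test wells between control levels plus 3 SD, cut at about 38% in these data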;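 further: cells cotransfected with COUP-TFII expression vector driving the NGFI-A reporter; 0% = median of COUP-TF2 test wells and 100% = reporter-only cells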
Target sequence (P24468 whole entry, looked up): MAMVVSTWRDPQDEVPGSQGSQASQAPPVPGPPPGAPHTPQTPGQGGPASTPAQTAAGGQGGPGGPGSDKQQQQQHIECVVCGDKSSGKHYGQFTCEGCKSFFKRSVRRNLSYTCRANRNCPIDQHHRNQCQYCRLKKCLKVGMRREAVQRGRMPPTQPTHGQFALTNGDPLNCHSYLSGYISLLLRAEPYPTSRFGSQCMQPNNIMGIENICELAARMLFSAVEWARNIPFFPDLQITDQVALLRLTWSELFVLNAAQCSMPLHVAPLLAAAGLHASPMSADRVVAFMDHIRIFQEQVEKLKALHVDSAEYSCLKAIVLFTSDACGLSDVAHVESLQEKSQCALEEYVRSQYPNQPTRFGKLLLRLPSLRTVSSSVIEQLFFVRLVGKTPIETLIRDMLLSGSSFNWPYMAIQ
Shn3 3UTR inh – reduction of Shn3 3'UTR firefly luciferase signal, primary screen, Schnurri-3 inhibitor project, cell-based, Clone20 osteoblasts, set 2. Clone20 osteoblast Shn3 3'UTR firefly luciferase, 24 h. inhibition, % at 12.5 µM. hit rate 0.52% among 360,000;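 active means mean inhibition of at least 75% with every replicate also reaching 75%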;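 further: 0% = median of neutral control wells and 100% = pilot-screen positive control compound; some compounds past the cut are filed as inactive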
TWEAK Fn14 block – inhibitors of TWEAK-Fn14 signaling, primary screen, luciferase reporter cells, uHTS; TWEAK-stimulated Fn14 reporter cells, luciferase luminescence, 8 h; inhibition, % at 10 µM; hit rate 2% among 360,000; AID 1159606, 2016; in the data active means inhibition above about 50%
LMP1 NFkB inh – EBV LMP1-driven NF-kappaB luciferase reporter inhibitors, primary screen, cell-based, luminescence, single point; LMP1-induced NF-kappaB luciferase reporter cells; inhibition, % at 12.5 µM; hit rate 0.69% among 350,000; AID 504558, 2011; in the data active means inhibition above about 41%;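 further: 0% = neutral control wells and 100% = reference inhibitor control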
C8 TRAIL sens – viability loss with TRAIL in NB7+C8 cells, primary screen, TRAIL sensitizer project, cell-based, ATPlite luminescence; hit rate 1% among 360,000; AID 624354, 2012; inhibition (viability loss, TRAIL sensitization), % at 10 µM;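 active means compounds causing at least 50% loss of cell viability in the single-dose screen, relative to plate controls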
NCOA1 inh – SRC1 coactivator transcriptional activity inhibitors, primary screen, cell-based, luminescence. Nuclear receptor coactivator 1 (Homo sapiens), Q15788. HEK293 GAL4-SRC1 luciferase reporter. inhibition, % at 3.6 µM. hit rate 0.12% among 360,000. AID 588354, 2011;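 active means inhibition above the campaign mean plus 3 SD, with each screening campaign given its own cutoff, cut at about 60% in these data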;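 further: 0% = DMSO treated cells and 100% = gossypol at 36 µM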
* = called active by the depositor.

For COc1ccc2o/c(=N\O)c(C(=O)Nc3ccc(C)cc3)cc2c1 the results were CF NFkB inh -27, TROY NFkB inh -61, SRC3 inh -29, KKLEB cytotox 1, NR5A2 inv ag -2, NR2F2 inh -16, Shn3 3UTR inh -5, TWEAK Fn14 block -43, LMP1 NFkB inh -13, C8 TRAIL sens 5 and NCOA1 inh -18.
Screening CCOC(=O)Cc1nn(Cc2nc(-c3ccc(C)cc3)cs2)c(=O)c2ccccc12 returned CF NFkB inh 22, TROY NFkB inh 2, SRC3 inh 20, KKLEB cytotox -19, NR5A2 inv ag 10, NR2F2 inh 3, Shn3 3UTR inh 5, TWEAK Fn14 block 1, LMP1 NFkB inh -1, C8 TRAIL sens -13 and NCOA1 inh 4.
For CC(Oc1cccnc1[N+](=O)[O-])C(=O)Nc1cccc(Cl)c1 (stereo not given) the results were CF NFkB inh 4, TROY NFkB inh -3, SRC3 inh 1, KKLEB cytotox 6, NR5A2 inv ag -15, NR2F2 inh -7, Shn3 3UTR inh -29, TWEAK Fn14 block -7, LMP1 NFkB inh -4, C8 TRAIL sens -14 and NCOA1 inh -7.
Screening Cc1ccccc1CN1[C@@H](CC2CCCCC2)COCCS1(=O)=O returned CF NFkB inh 12, TROY NFkB inh -30, SRC3 inh 13, KKLEB cytotox -12, NR5A2 inv ag 21, NR2F2 inh 11, Shn3 3UTR inh 1, TWEAK Fn14 block -1, LMP1 NFkB inh 4, C8 TRAIL sens -3 and NCOA1 inh 6.
For c1cc[n+](CCCC[n+]2ccccc2)cc1 the results were CF NFkB inh -1, TROY NFkB inh 23, SRC3 inh 3, KKLEB cytotox 8, NR5A2 inv ag -13, NR2F2 inh -18, Shn3 3UTR inh 2, TWEAK Fn14 block 11, LMP1 NFkB inh -2, C8 TRAIL sens -3 and NCOA1 inh 9.
For Cc1ccc(-n2[nH]c(=O)c3cccnc32)cc1 the results were CF NFkB inh 12, TROY NFkB inh -4, SRC3 inh 8, KKLEB cytotox 10, NR5A2 inv ag -8, NR2F2 inh 3, Shn3 3UTR inh -5, TWEAK Fn14 block 8, LMP1 NFkB inh -5, C8 TRAIL sens 9 and NCOA1 inh -1.
`O=C(Nc1cc(C(F)(F)F)ccc1N1CCCCC1)c1ccc(Br)o1` gave CF NFkB inh 6, TROY NFkB inh 10, SRC3 inh -9, KKLEB cytotox 4, NR5A2 inv ag 1, NR2F2 inh -7, Shn3 3UTR inh 15, TWEAK Fn14 block 17, LMP1 NFkB inh -6, C8 TRAIL sens 8 and NCOA1 inh -4.
COCCCn1c(=O)c2ccccc2n(Cc2ccc(C)cc2)c1=O was read as CF NFkB inh 25, TROY NFkB inh 6, SRC3 inh -10, KKLEB cytotox -6, NR5A2 inv ag 12, NR2F2 inh 22, Shn3 3UTR inh 9, TWEAK Fn14 block -12, LMP1 NFkB inh -6, C8 TRAIL sens 2 and NCOA1 inh -23.
For CCN(CC)C(=O)Cc1c(O)c2ccccc2[nH]c1=O the results were CF NFkB inh 0, TROY NFkB inh 16, SRC3 inh 11, KKLEB cytotox 5, NR5A2 inv ag -8, NR2F2 inh 11, TWEAK Fn14 block 2, LMP1 NFkB inh 3, C8 TRAIL sens -8 and NCOA1 inh 9.
For O=C(CN1C(=O)COc2ccc(S(=O)(=O)N3CCCC3)cc21)NC1CC1 the results were CF NFkB inh 12, TROY NFkB inh -4, SRC3 inh 5, KKLEB cytotox 4, NR5A2 inv ag -2, NR2F2 inh 12, Shn3 3UTR inh 17, TWEAK Fn14 block 3, LMP1 NFkB inh -10, C8 TRAIL sens -5 and NCOA1 inh -3.
`Cc1ccccc1N(C(=O)c1csnn1)C(C(=O)NC1CCCC1)c1ccncc1` (stereo not given) gave CF NFkB inh 1, TROY NFkB inh 5, SRC3 inh -11, KKLEB cytotox 4, NR5A2 inv ag 10, NR2F2 inh -10, Shn3 3UTR inh -2, TWEAK Fn14 block 34, LMP1 NFkB inh -21, C8 TRAIL sens -8 and NCOA1 inh -11.
Screening CCOc1ccccc1NC(=S)Nc1ccc(S(N)(=O)=O)cc1 returned CF NFkB inh 0, TROY NFkB inh -19, SRC3 inh 6, KKLEB cytotox 11, NR5A2 inv ag -3, NR2F2 inh -5, Shn3 3UTR inh -2, TWEAK Fn14 block -2, LMP1 NFkB inh -3, C8 TRAIL sens -1 and NCOA1 inh -4.
For COc1ccc(OCCC(=O)NC2CCCCC2)cc1 the results were CF NFkB inh 5, TROY NFkB inh -16, SRC3 inh 15, KKLEB cytotox 2, NR5A2 inv ag 0, NR2F2 inh -8, Shn3 3UTR inh -9, TWEAK Fn14 block 2, LMP1 NFkB inh -2, C8 TRAIL sens -4 and NCOA1 inh -6.
Screening Cc1nnc2ccc(N3CCN(c4cccc(C(F)(F)F)c4)CC3)nn12 returned CF NFkB inh -7, TROY NFkB inh 7, SRC3 inh -5, KKLEB cytotox -6, NR5A2 inv ag 11, NR2F2 inh 9, Shn3 3UTR inh 2, TWEAK Fn14 block -8, LMP1 NFkB inh -13, C8 TRAIL sens 16 and NCOA1 inh 13.
For CC(C)CC1(C)NC(=O)N(CC(=O)Nc2ccc3c(c2)CCC3)C1=O (stereo not given) the results were CF NFkB inh 3, TROY NFkB inh -13, SRC3 inh 9, KKLEB cytotox 6, NR5A2 inv ag 18, NR2F2 inh -9, Shn3 3UTR inh 2, TWEAK Fn14 block -18, LMP1 NFkB inh -1, C8 TRAIL sens 0 and NCOA1 inh 3.
Cc1cc(NC(=O)c2ccc(S(=O)(=O)N(C)CC3CCCO3)cc2)no1 (stereo not given) was read as CF NFkB inh 11, TROY NFkB inh -16, SRC3 inh -27, KKLEB cytotox -4, NR5A2 inv ag -5, NR2F2 inh 16, Shn3 3UTR inh 8, TWEAK Fn14 block -10, LMP1 NFkB inh -7, C8 TRAIL sens -15 and NCOA1 inh -5.
`Cc1ccc2[nH]c(=O)c3cc(C(=O)N4CCN(C(=O)c5ccco5)CC4)sc3c2c1` gave CF NFkB inh 5, TROY NFkB inh -2, SRC3 inh 13, KKLEB cytotox 0, NR5A2 inv ag 10, NR2F2 inh 21, Shn3 3UTR inh -10, TWEAK Fn14 block -12, LMP1 NFkB inh -4, C8 TRAIL sens 3 and NCOA1 inh 4.
`CCOC(=O)c1ccc(-n2cccc2/C=C2\NC(=O)NC2=O)cc1` gave CF NFkB inh -4, TROY NFkB inh -2, SRC3 inh 4, KKLEB cytotox -14, NR5A2 inv ag -1, NR2F2 inh 0, Shn3 3UTR inh 4, TWEAK Fn14 block 19, LMP1 NFkB inh 16, C8 TRAIL sens 10 and NCOA1 inh -9.
Screening CC(=O)Nc1ccc(CC(=O)NCCC(c2ccccc2)c2ccccc2)cc1 returned CF NFkB inh 16, TROY NFkB inh 4, SRC3 inh 2, KKLEB cytotox -3, NR5A2 inv ag -20, NR2F2 inh -4, Shn3 3UTR inh -18, TWEAK Fn14 block 12, LMP1 NFkB inh -7, C8 TRAIL sens 5 and NCOA1 inh -4.
`CCOC(=O)c1ccc(NC(=O)CSc2nccn2C)cc1` gave CF NFkB inh -6, TROY NFkB inh 6, SRC3 inh -19, KKLEB cytotox 0, NR5A2 inv ag -30, NR2F2 inh 7, Shn3 3UTR inh -24, TWEAK Fn14 block -19, LMP1 NFkB inh -5, C8 TRAIL sens -8 and NCOA1 inh -32.
`C=C1CCN([C@H](C(=O)NCc2ccc(Cl)c(Cl)c2)C(C)C)S(=O)(=O)c2ccccc21` gave CF NFkB inh 29, TROY NFkB inh -7, SRC3 inh 13, KKLEB cytotox -5, NR5A2 inv ag -16, NR2F2 inh 0, Shn3 3UTR inh 18, TWEAK Fn14 block 7, LMP1 NFkB inh 0, C8 TRAIL sens -7 and NCOA1 inh -4.
CCn1c(C)nc2cc(C(=O)N/N=C/c3ccccc3)ccc21 was read as CF NFkB inh -4, TROY NFkB inh -17, SRC3 inh -80, KKLEB cytotox 11, NR5A2 inv ag -76, NR2F2 inh -19, Shn3 3UTR inh -79, TWEAK Fn14 block 10, LMP1 NFkB inh -16, C8 TRAIL sens 6 and NCOA1 inh -81.
Screening Cc1ccc(Nc2nc(NCC3CC3)nc3ccsc23)c(C)c1 returned CF NFkB inh 25, TROY NFkB inh 21, SRC3 inh -2, KKLEB cytotox -4, NR5A2 inv ag 32, NR2F2 inh 4, Shn3 3UTR inh 83, TWEAK Fn14 block 8, C8 TRAIL sens 23 and NCOA1 inh -2.
Screening O=C1C2C(C(=O)N1CC1CCCO1)C1C=CC2C12CC2 (stereo not given) returned CF NFkB inh -3, TROY NFkB inh 3, SRC3 inh 23, KKLEB cytotox -1, NR5A2 inv ag -7, NR2F2 inh -8, Shn3 3UTR inh -1, TWEAK Fn14 block 14, LMP1 NFkB inh -1, C8 TRAIL sens -3 and NCOA1 inh 4.
For CCOC(=O)c1sc2nc(N3CCOCC3)c3c(c2c1N)CCCC3 the results were CF NFkB inh 22, TROY NFkB inh -10, SRC3 inh 3, KKLEB cytotox -2, NR5A2 inv ag 11, NR2F2 inh 7, Shn3 3UTR inh 15, TWEAK Fn14 block 13, LMP1 NFkB inh -31, C8 TRAIL sens -11 and NCOA1 inh -2.
`Cc1[nH]c2ccccc2c1CCN(Cc1cccnc1)C(=S)Nc1ccc(F)cc1` gave CF NFkB inh -27, TROY NFkB inh 2, SRC3 inh 4, KKLEB cytotox 11, NR5A2 inv ag 12, NR2F2 inh -8, Shn3 3UTR inh 28, TWEAK Fn14 block 1, LMP1 NFkB inh 2, C8 TRAIL sens -17 and NCOA1 inh -4.
Screening CCCCNC(=O)C1CCCN1C(=O)NC1CCCCC1 (stereo not given) returned CF NFkB inh 10, TROY NFkB inh 2, SRC3 inh -1, KKLEB cytotox 4, NR5A2 inv ag 1, NR2F2 inh 2, Shn3 3UTR inh -11, TWEAK Fn14 block -4, LMP1 NFkB inh -22, C8 TRAIL sens -6 and NCOA1 inh 1.
For COCCCN1C(=O)C(=O)/C(=C(/O)c2ccc(OC)cc2)C12C(=O)N(C)c1ccccc12 (stereo not given) the results were CF NFkB inh -3, TROY NFkB inh -5, SRC3 inh 0, KKLEB cytotox 0, NR5A2 inv ag 30, NR2F2 inh 3, Shn3 3UTR inh -22, TWEAK Fn14 block -2, LMP1 NFkB inh -7, C8 TRAIL sens -14 and NCOA1 inh 3.
For O=C(CNC(=S)NC(=O)c1ccccc1)c1ccccc1 the results were CF NFkB inh -7, TROY NFkB inh -41, SRC3 inh -28, KKLEB cytotox 6, NR5A2 inv ag -56, NR2F2 inh -14, Shn3 3UTR inh -48, TWEAK Fn14 block -42, LMP1 NFkB inh -11, C8 TRAIL sens 4 and NCOA1 inh -41.

The list is partial, so the mix of outcomes need not match the whole.
